SKN-1 inh: suppressors of acrylamide-induced Pgst-4::GFP reporter in worms, primary screen, SKN-1 inhibitor project, whole organism, uHTS, GFP/RFP fluorescence ratio, strain VP596 | C. elegans VP596 Pgst-4::GFP/RFP ratio, 24 h | inhibition, % at 21.8 µM | 360,000 tested, 0.49% active;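 active = interference check ratio from 0.5 to 1.5 plus GFP to RFP signal ratio inhibition reaching or exceeding a fixed threshold, cut at about 30% in these data, passing the limit was not always enough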; note: some compounds called inactive have numbers as strong as hits
STEP block: STEP phosphatase inhibitors, primary screen, biochemical, fluorescence intensity, uHTS | recombinant STEP, OMFP fluorogenic substrate | AID 588621, 2011 | Tyrosine-protein phosphatase non-receptor type 5 (Homo sapiens), P54829 | inhibition, % at 20 µM | 360,000 tested, 0.25% active;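 active = inhibition at 20 µM, scaled per plate between control wells, above about 37%, limit read from the data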;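 note: 0% = DMSO with enzyme and substrate and 100% = substrate only without enzyme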
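Measure: Control-normalized % inhibition with plate pattern correction | Test system: STEP phosphatase, cell-free reaction | Medium: pH 6.0 Bis-Tris with DTT and Tween 20 | Technique: Fluorescence, 480/540 nm | Times: Reaction 20 min, ambient temperature | Doses: Single compound dose of 20 µM, 1% DMSO final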
CendR NRP1 mod: modulators of CendR peptide binding to NRP-1, primary screen, biochemical, fluorescence polarization, uHTS; Neuropilin-1 (Homo sapiens), O14786; FAM-RPARPAR peptide binding to NRP-1; inhibition, % at 25 µM; 360,000 tested, 0.85% active; AID 602438, 2012;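 active = inhibition or corrected inhibition above about 18%, plus a signal ratio from 0.5 to 1.5, limit read from the data, passing the limit was not always enough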; note: strong numbers were not always called active
Tb MetRS inh: T. brucei MetRS inhibitors, primary screen, biochemical, luminescence. methionyl-tRNA synthetase (Trypanosoma brucei brucei). purified T. brucei MetRS, ATP depletion, Kinase-Glo luminescence. inhibition, % at 11.9 µM. 360,000 tested, 0.4% active;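 active = inhibition above a per-plate cutoff of the control wells' mean inhibition plus 3 SD, cut at about 5.5% in these data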;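 note: 0% = DMSO wells median and 100% = median of wells with control inhibitor compound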
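Measured by: Kinase-Glo luciferase luminescence reporting remaining unconsumed ATP. Material: purified T. brucei MetRS enzyme. Doses: 11.9 µM compound single dose, 0.9% DMSO. Medium: HEPES buffer containing pyrophosphatase, BSA, spermine, DTT. Times: 15 min preincubation, 2 h reaction, all 25 °C. Reagent: methionine, ATP and bulk E. coli tRNA.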
Scp-1 inhibitor: Scp-1 phosphatase inhibitors, primary screen, biochemical, colorimetric, uHTS; Recombinant Scp1, phosphopeptide, malachite green phosphate absorbance; inhibition, % at 20 µM; 340,000 tested, 0.88% active; AID 493091, 2011;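 active = inhibition above about 50% at 20 µM, limit read from the data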;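 note: plate controls were DMSO wells with enzyme for no effect and wells lacking enzyme for full effect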
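Times: enzyme reaction 45 min at room temperature, colour 5 min, stabilisation 30 min. Material: SCP-1 catalytic fragment, aa 76-261. Medium: Acidic Tris acetate buffer with magnesium and detergent. Signal: colorimetric free-phosphate detection, absorbance 630 nm. Read-out basis: % inhibition of SCP-1 phosphate liberation. Reagent: Phosphorylated 17-residue peptide substrate.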
SUMO1-SIM PPI: modulators of SUMO1 protein-protein interactions, primary screen, biochemical, uHTS | Small ubiquitin-related modifier 1 (Homo sapiens), P63165 | SUMO1 binding to a labelled peptide, TR-FRET, 1 h | inhibition, % at 20 µM | 360,000 tested, 0.33% active | AID 602429, 2012; in the data active = inhibition above about 37%
DNMT1 inh: human DNMT1 methyltransferase inhibitors, primary screen, biochemical, molecular beacon, fluorescence, HinP1I cleavage, uHTS; DNA (cytosine-5)-methyltransferase 1 (Homo sapiens), P26358; inhibition (reported as % activation of signal), % at 10 µM; 360,000 tested, 0.83% active; in the data active = inhibition above about 50%
Target sequence (P26358 504-1616 limits assumed): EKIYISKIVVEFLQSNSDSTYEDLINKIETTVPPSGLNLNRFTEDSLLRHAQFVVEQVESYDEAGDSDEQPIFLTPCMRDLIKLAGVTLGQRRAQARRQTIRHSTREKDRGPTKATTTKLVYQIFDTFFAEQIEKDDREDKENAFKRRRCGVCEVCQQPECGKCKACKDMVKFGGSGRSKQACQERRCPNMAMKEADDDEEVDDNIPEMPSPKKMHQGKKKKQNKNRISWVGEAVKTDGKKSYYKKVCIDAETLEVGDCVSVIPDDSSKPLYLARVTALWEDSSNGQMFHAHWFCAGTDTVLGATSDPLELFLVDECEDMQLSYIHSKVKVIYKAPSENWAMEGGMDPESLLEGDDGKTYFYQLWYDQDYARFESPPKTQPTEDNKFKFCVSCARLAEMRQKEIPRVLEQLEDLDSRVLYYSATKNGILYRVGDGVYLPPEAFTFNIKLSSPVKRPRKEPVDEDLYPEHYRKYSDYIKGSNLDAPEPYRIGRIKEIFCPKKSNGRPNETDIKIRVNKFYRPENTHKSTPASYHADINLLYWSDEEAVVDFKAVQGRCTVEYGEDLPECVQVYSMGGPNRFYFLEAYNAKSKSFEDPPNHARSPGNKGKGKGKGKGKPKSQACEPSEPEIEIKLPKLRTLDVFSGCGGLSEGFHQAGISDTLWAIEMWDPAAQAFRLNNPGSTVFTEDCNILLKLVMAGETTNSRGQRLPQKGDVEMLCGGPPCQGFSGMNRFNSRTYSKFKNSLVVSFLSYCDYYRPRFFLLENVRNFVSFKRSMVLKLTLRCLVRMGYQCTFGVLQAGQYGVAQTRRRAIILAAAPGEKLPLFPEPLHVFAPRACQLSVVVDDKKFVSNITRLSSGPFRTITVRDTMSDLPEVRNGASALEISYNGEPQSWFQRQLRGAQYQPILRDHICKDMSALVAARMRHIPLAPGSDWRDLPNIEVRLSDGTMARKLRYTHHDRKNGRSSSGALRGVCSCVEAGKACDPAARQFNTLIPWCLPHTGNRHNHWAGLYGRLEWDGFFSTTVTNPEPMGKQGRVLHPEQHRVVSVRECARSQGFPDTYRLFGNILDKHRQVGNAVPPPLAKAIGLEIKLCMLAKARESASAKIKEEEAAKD
NadD block: inhibitors of S. aureus NadD, primary screen, biochemical, colorimetric, uHTS | Nicotinate-nucleotide adenylyltransferase NadD (Staphylococcus aureus N315) | purified NadD enzyme, colorimetric absorbance read-out | inhibition, % at 20 µM | 360,000 tested, 0.78% active; in the data active = inhibition above about 26%; note: some compounds past the cut are filed as inactive
Neddyl block: inhibitors of cullin neddylation, primary screen, biochemical, TR-FRET, uHTS, NAE and Ubc12; NEDD8-conjugating enzyme Ubc12 (Homo sapiens) + NEDD8-activating enzyme E1 regulatory …; calls only at 25 µM; 360,000 tested, 0.58% active; AID 651699, 2012; in the data active = inhibition above about 36%
LMPTP block: LMPTP phosphatase inhibitors, primary screen, biochemical, fluorescence intensity, uHTS; inhibition, % at 20 µM; recombinant LMPTP-A, OMFP fluorogenic substrate; 360,000 tested, 0.22% active; Low molecular weight phosphotyrosine protein phosphatase (Homo sapiens), P24666;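 active = compounds that cut the enzyme signal by at least half of the control window in the single-dose screen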;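 note: plate controls were DMSO wells with enzyme plus substrate for no effect and substrate without enzyme for full effect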
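Test system: LMPTP-A phosphatase enzyme; input: 0.625 nM LMPTP-A final; reagent: OMFP substrate, 400 µM final; compound dosing: 20 µM single dose, 3% DMSO; incubation: 50 min dark incubation at room temperature; measured by: endpoint fluorescence intensity from OMFP dephosphorylation; measure: % inhibition relative to no-enzyme and uninhibited control wells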
* hit, by the source's call; i = inactive; / = not tested or not shown.

SMILES	SKN-1 inh	STEP block	CendR NRP1 mod	Tb MetRS inh	Scp-1 inhibitor	SUMO1-SIM PPI	DNMT1 inh	NadD block	Neddyl block	LMPTP block
O=C(COC(=O)CCC(=O)c1ccc(F)cc1)Nc1ccc(N2CCOCC2)cc1	15.7	8.1	-9.5	-0.2	-4.4	1.7	-16.7	4.4	i	1.3
NC(=O)Cn1c(O)c(N=NC(=O)CNC(=O)/C=C/c2ccccc2)c2ccccc21	5.3	0.8	3.1	-0.5	-8.6	-33.8	-4.8	0.9	i	-0.5
CC(=O)c1ccc(N2CCN(S(=O)(=O)c3cccc4nsnc34)CC2)cc1	3.6	1.5	-3.0	-0.8	3.5	-19.6	3.0	1.5	i	-0.9
Cn1nccc1NC(=O)CC1(CC(=O)O)CCCCC1	4.5	1.5	-0.2	1.1	-5.0	4.1	2.2	-5.3	i	-3.0
O=C(CN1CCCC1)N1c2ccccc2Sc2ccc(Cl)cc21	-0.8	-2.0	2.0	0.5	1.3	0.6	-0.7	-4.3	i	-2.6
O=S(=O)(NCC1CCC(NS(=O)(=O)c2c(F)cccc2F)CC1)c1ccc2c(c1)OCCO2 (centres undefined)	19.5	2.5	8.6	-0.2	-14.2	4.1	-2.4	-14.5	i	-0.4
CC1(C)CC(NCCN2CCN(C3=CC(=C(C#N)C#N)CC(C)(C)C3)CC2)=CC(=C(C#N)C#N)C1	7.7	0.9	0.0	1.4	5.0	-3.8	-14.8	3.9	i	2.3
CC(C)C[C@@H](CN1CCC[C@@H]1CN1C(=O)C(=O)NC[C@@H]1Cc1ccccc1)N1C[C@H](Cc2ccc(O)cc2)N(CCc2ccccc2)C(=O)C1=O	10.2	-1.5	-6.9	-0.3	-2.1	-3.8	1.3	26.7	i	0.8
CCN(CC)P(=O)(Nc1ccc([N+](=O)[O-])cc1)c1c(C)nn(CCC#N)c1NC(=O)c1ccc(Cl)cc1Cl (centres undefined)	-8.4	0.7	12.6	0.2	-8.6	-5.7	1.1	3.7	i	0.5
COc1ccccc1-c1nnc(SCC(=O)Nc2ccc(S(N)(=O)=O)cc2)n1C	-0.3	0.8	3.2	-0.3	-4.4	-1.3	0.5	-2.2	i	-1.9
O=C(Nc1nc(-c2ccccc2)cs1)Nc1ccc(F)cc1F	10.5	-4.0	-0.9	-0.4	-4.9	4.7	0.2	-3.9	i	0.7
CCCN(CC(=O)Nc1ccccc1C)C(=O)c1cnc(C)cn1	-5.7	-2.2	14.8	-0.4	-4.0	5.0	-0.9	3.5	i	0.8
NC(=S)N/N=C/c1c(O)c(Br)cc2oc3c(c12)CCCC3	12.9	-3.4	-2.3	-0.8	-1.7	10.6	-0.6	22.9	i	0.7
COc1ccc(C2NC(=O)NC(O)(C(F)(F)F)C2C(=O)c2ccc(C)cc2)cc1 (centres undefined)	4.2	3.1	3.0	0.3	-6.6	0.0	7.5	-0.7	i	-0.2
COc1ccc(S(=O)(=O)N2CCC(C(=O)N[C@@H](C)C(=O)NC3CC3)CC2)cc1	17.1	-2.3	-10.5	-0.2	0.8	1.4	4.6	1.8	i	-0.5
CN=C(Nc1cccc(OC)c1)SC1CC(=O)N(c2ccc(C(=O)O)cc2)C1=O (centres undefined)	11.8	-1.6	9.7	1.1	6.0	0.5	-2.6	4.7	i	-0.6
Cn1ncc2c(N)nc(NCCO)nc21	18.9	-3.8	10.3	-0.4	2.6	-0.3	1.9	1.1	i	-0.3
COC(OC)C1(CCc2ccccc2)NC(=O)NC1=O (centres undefined)	17.7	-0.6	14.4	-0.1	-7.7	12.2	-1.0	0.9	i	0.1
O=C(c1ccccc1C(=O)N(c1ccccc1)c1ccccc1)N1CCCCC1	-8.4	-3.0	0.7	-0.5	-10.1	1.0	4.5	4.8	i	-0.8
O=C(NCCc1csc(-c2cccnc2)n1)c1cccc(Cl)c1	0.0	2.8	8.4	-1.6	-8.4	-3.5	1.7	0.8	i	-0.2
CCn1cc(CN2CCN(CCc3ccccc3)C(CCO)C2)c(C)n1 (centres undefined)	-4.4	-0.3	-11.2	0.1	-3.1	-0.8	-11.9	0.1	i	0.4
COc1ccc(N2C(=O)C3CCCN3C2c2cccc(OC)c2OC)cc1 (centres undefined)	3.6	-3.9	-4.5	-0.2	-4.1	2.4	-0.1	-2.8	i	-0.5
O=C(CNC(=O)c1ccccc1F)Nc1ccncc1	15.3	-0.3	2.6	-0.5	-4.8	6.6	-0.4	-3.2	i	0.0
CC(=O)Nc1ccc(N(C(=O)CNC(=O)c2cccs2)C(C(=O)NC(C)(C)C)c2ccccc2)cc1 (centres undefined)	2.8	-2.8	-0.8	-0.1	-9.0	-8.7	0.8	1.4	i	-0.4
COc1cccc(OCc2cc(C(=O)NCCN3CCCCC3CO)no2)c1 (centres undefined)	-0.3	0.3	-2.4	-0.1	1.0	-4.3	-6.2	-2.7	i	-0.4
Cc1ccc(-n2ncc3c(=O)n(Cc4cccnc4)cnc32)cc1	4.8	0.4	6.4	-0.1	-4.4	1.9	0.3	-2.6	i	0.1
Cc1ccccc1N=Nc1c(N)n[nH]c1N	-11.6	-1.5	1.1	0.0	-3.5	-12.1	-9.6	-2.2	i	-0.2
O=S(=O)(c1cc(Br)c(Cl)s1)N1CCCC1	-1.9	1.4	-7.7	0.3	-10.9	5.0	2.1	3.6	i	0.2
Cc1cc(NS(=O)(=O)c2ccc(NC(=O)Nc3cccc(C(F)(F)F)c3)cc2)no1	19.0	-1.9	-9.1	1.5	-10.3	5.1	-0.3	3.2	i	1.9
Cc1cccc(Cn2c(=O)n(-c3ccc(CC(=O)NCc4ccco4)cc3)c(=O)c3sccc32)c1	-7.7	16.3	-10.9	-1.0	-6.0	1.7	-5.5	-0.5	i	0.5
CN(C)c1nc(N2CCN(c3ccccc3)CC2)c(C#N)c(=O)o1	-9.8	3.6	-7.0	0.0	-9.0	0.7	0.4	3.4	i	-0.6
FC(F)Oc1ccc(NC(=S)NC23CC4CC(CC(C4)C2)C3)cc1	4.9	3.3	10.1	-0.2	0.9	6.0	5.3	2.6	i	1.2
CCCNC(=O)C1(C)CCCN(Cc2c3ccccc3nn2C)C1 (centres undefined)	0.1	1.6	-8.3	-0.2	/	6.1	1.6	-1.7	i	0.3
CN1C(=O)CS(=O)c2ccc(C(=O)NC3CC3)cc21 (centres undefined)	-14.8	-1.7	1.7	1.0	3.4	15.5	-1.9	1.7	i	-0.4
CN(C(=O)COC(=O)c1cc(-c2ccccc2Cl)nc2ccccc12)C1CCS(=O)(=O)C1 (centres undefined)	-13.4	0.3	-3.0	-1.1	2.6	-17.0	7.0	4.2	i	-0.7
N#Cc1cc2cc(Cl)ccc2[nH]c1=O	7.6	/	-14.5	0.3	/	-17.8	/	-3.6	i	-1.1
Cc1ccc(S(=O)(=O)Nc2ccccc2-c2ccccc2NS(=O)(=O)c2ccc(C)cc2)cc1	-5.1	-1.1	-13.0	2.9	-16.0	0.7	-3.9	3.2	i	2.2
CC(C(=O)NC(C)(C)C)n1c(-c2ccc3c(c2)OCO3)nc2ccccc21 (centres undefined)	-0.3	/	-2.5	-0.1	/	-3.5	/	/	i	-0.7
CN(C)c1cc(-c2ccc(Cl)c(Cl)c2)oc(=O)c1Cl	2.5	96.2*	-7.3	-0.3	106.6*	25.8	61.5*	-1.8	i	59.7*
COc1ccc(NC(=O)C(C2CC2)n2c(=O)c(-c3ccccc3)nc3ccccc32)cc1 (centres undefined)	5.9	/	-5.6	0.4	/	-12.3	/	/	i	1.1
COc1ccc(C2CCc3cc(OC)c(OC)cc3C2NC=O)cc1OC (centres undefined)	10.9	-2.7	-5.7	0.1	/	-2.0	6.9	-1.1	i	-1.5
O=C(COC(=O)c1ccc(NS(=O)(=O)c2cccs2)cc1)NCc1ccco1	-11.2	29.9	-33.4	-0.6	91.9*	39.8*	92.5*	30.2*	i	49.6
Cc1cc(C(=O)OCC(=O)Nc2ccc(F)cc2F)c(C)o1	6.5	0.1	2.6	0.0	-6.7	0.4	1.9	-0.9	i	-0.2
CC(C)CNS(=O)(=O)c1ccc(CC(C)C)cc1	5.0	0.6	17.8	0.1	0.6	-14.7	0.3	0.0	i	0.9
O=C1C=C(c2ccccc2)C[C@H](c2cccs2)[C@H]1n1cnc([N+](=O)[O-])c1	-2.9	-0.2	-2.0	0.0	-10.5	-14.7	0.3	5.0	i	0.1
CCCN(CCC)CCCNC(=O)c1cc2c(=O)n(CC)c3ccccc3c2s1	10.5	-3.1	0.8	-0.2	3.6	-20.1	4.2	-11.2	/	0.0
CCc1cccc(OCC2Cn3c(nc4c3c(=O)[nH]c(=O)n4C)O2)c1 (centres undefined)	-21.1	-2.3	2.9	0.1	1.3	6.2	-4.6	-3.6	i	-1.0

Printed as active in LMPTP block, of those listed so far:
Compound | SKN-1 inh | CendR NRP1 mod | Tb MetRS inh | Scp-1 inhibitor | SUMO1-SIM PPI | DNMT1 inh | NadD block | Neddyl block | LMPTP block
CN(C)c1cc(-c2ccc(Cl)c(Cl)c2)oc(=O)c1Cl | 2.5 | -7.3 | -0.3 | 106.6* | 25.8 | 61.5* | -1.8 | i | 59.7*

Screening data from PubChem BioAssay.
